E coli WT exp: growth inhibitors of wild-type E. coli, primary screen, strain BW25113, expanded library, OD600; hit rate 0.15% among 98,000; OD600 absorbance; growth inhibition, % at 100 µM;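 active = growth inhibition above about 50% at one test dose, limit read from the data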;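 also: growth measured after 20 h incubation at 37 °C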
PLAP activator: PLAP enzyme activators, biochemical, luminescence, HTS. Alkaline phosphatase, placental type (Homo sapiens), P05187. purified PLAP enzyme, luminescent substrate read-out; hits give high values. activation fold at 20 µM. hit rate 1.2% among 96,000; in the data active = activation fold above about 2
CD11b adhes inh: inhibitors of CD11b/CD18 adhesion to fibrinogen, primary screen, K562 cells, luminescence; Integrin beta-2 (Homo sapiens) + Integrin alpha-M (Homo sapiens), P05107+P11215; ATPlite luminescence; Mn2+ added to activate the integrin; inhibition, % at 10 µM; hit rate 0.54% among 93,000;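 active = primary inhibition of 50% or more at 10 µM, then 40% or more on retest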; also: some results filed as inactive read as strong as hits
ERa SRC1 pot: enhancers of ERα–SRC-1 coactivator binding, primary screen, biochemical, TR-FRET, ERα LBD, low estradiol | TR-FRET ERalpha-LBD/SRC-Cy5 coactivator binding, 2 h; 100 = basal binding, no effect | coactivator binding (% of control), % at 25.6 µM | hit rate 1.3% among 86,000; in the data active = activity above about 200%;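 also: binding measured in presence of low estradiol as agonist stimulus; 0% = peptide alone without receptor and 100% = receptor with peptide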
ERa coact inh: ERα–SRC-1 coactivator interaction inhibitors, primary screen, biochemical, TR-FRET, ERα LBD, estradiol-bound; Estrogen receptor (Homo sapiens), P03372; TR-FRET ER-alpha LBD / SRC-1 peptide; inhibition, % at 25.6 µM; hit rate 1.7% among 86,000; AID 629, 2007; in the data active = inhibition above about 50%;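 also: 0% = receptor plus peptide control and 100% = peptide only without receptor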
MT1-MMP txn act: MT1-MMP promoter reporter activation – cell-based, luciferase luminescence, primary screen; activation factor at 10 µM; HT1080 MT1-MMP promoter luciferase reporter, overnight; hits give high values; hit rate 0.16% among 86,000;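 active = activation factor of at least 2 for MT1-MMP transcription at 10 µM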
FAK blocker: FAK kinase inhibitors, primary screen, biochemical | Focal adhesion kinase 1 (Homo sapiens), Q05397 | biochemical FAK kinase activity assay | inhibition, %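 (tested at 7 µM)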 | hit rate 0.84% among 97,000 | AID 727, 2007; in the data active = inhibition above about 19%;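 also: 0% = DMSO and 100% = reference compound high control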
Target sequence (Q05397 whole entry, looked up): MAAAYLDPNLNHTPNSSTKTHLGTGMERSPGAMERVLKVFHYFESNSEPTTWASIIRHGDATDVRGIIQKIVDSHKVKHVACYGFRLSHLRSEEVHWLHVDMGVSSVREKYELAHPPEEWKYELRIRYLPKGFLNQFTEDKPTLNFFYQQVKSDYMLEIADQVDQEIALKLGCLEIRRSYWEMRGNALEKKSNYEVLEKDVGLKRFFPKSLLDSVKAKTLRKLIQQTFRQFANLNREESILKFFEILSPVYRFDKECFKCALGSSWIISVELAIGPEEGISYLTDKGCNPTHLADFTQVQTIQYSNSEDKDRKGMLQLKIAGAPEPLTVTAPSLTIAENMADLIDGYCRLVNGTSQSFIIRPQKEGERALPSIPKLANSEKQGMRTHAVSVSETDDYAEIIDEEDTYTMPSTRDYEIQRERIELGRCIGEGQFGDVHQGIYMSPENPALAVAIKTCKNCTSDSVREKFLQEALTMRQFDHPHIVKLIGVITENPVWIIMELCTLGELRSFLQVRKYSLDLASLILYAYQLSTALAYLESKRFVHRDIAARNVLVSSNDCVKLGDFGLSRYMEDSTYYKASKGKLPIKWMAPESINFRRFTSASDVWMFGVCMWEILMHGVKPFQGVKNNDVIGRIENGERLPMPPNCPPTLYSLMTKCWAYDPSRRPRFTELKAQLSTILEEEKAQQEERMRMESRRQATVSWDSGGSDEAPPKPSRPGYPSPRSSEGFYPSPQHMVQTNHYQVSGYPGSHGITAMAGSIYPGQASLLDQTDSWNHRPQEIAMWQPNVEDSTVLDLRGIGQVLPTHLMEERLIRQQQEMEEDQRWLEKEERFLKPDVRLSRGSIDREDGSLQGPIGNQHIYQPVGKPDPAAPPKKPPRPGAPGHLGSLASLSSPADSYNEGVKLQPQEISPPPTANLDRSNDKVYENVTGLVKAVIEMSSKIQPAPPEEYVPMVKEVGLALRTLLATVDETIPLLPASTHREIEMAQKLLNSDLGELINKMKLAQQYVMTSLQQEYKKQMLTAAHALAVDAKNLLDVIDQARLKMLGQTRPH
CD11b adhes enh: enhancers of CD11b/CD18 adhesion to fibrinogen, primary screen, K562 cells, luminescence. Integrin beta-2 (Homo sapiens) + Integrin alpha-M (Homo sapiens), P05107+P11215. ATPlite luminescence. activation, % at 10 µM. hit rate 0.07% among 93,000. AID 1499, 2009;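 active = 10 µM primary screen giving 50% or more activity, confirmed by 40% or more on retest at that dose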; also: strong numbers were not always called active; reference of the scale not given here
ERb SRC1 inh: inhibitors of ERβ-SRC1 coactivator interaction, primary screen, biochemical, TR-FRET, ERβ LBD, SRC-1 peptide | TR-FRET ER-beta LBD / SRC1-Cy5 peptide binding; receptor agonist-loaded with 1 µM estradiol | AID 633, 2007 | inhibition, % at 25.6 µM | Estrogen receptor beta (Homo sapiens), Q92731 | hit rate 1.3% among 86,000;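 active = compounds whose percent inhibition of the receptor-coactivator binding signal exceeds about 50% in the single-dose screen, limit read from the data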;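 also: 0% = receptor plus peptide wells without compound and 100% = peptide-only wells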
* hit, by the source's call; . = not tested or not shown; [ ] = dose if it differs, or a comment.

SMILES | MT1-MMP txn act | FAK blocker | ERa SRC1 pot | CD11b adhes enh | E coli WT exp | ERb SRC1 inh | CD11b adhes inh | PLAP activator | ERa coact inh
COc1ccc(CCN2C(=O)C3CC=C(C)CC3C2=O)cc1OC (stereo unspecified) | 1.2 | -1.3 | 98.0 | . | . | -3.4[fluorescence artefact?] | . | . | -1.1
CCN1CCN(CC(=O)n2c3c(c4ccccc42)CC(C)CC3)CC1 (stereo unspecified) | 1.1 | -0.8 | 103.3 | -2.4 | 18.0 | -27.0 | -11.7 | 1.6 | -36.8
Cc1ccccc1NS(=O)(=O)c1cccc(-c2nnc(-c3ccccc3)o2)c1 | 1 | -2.5 | 101.3 | 1.8 | -2.0 | 0.7 | 7.1 | 1.2 | 4.7
CCc1cc(C(=O)OC)c(NC(=O)C2CC(=O)NN2Cc2ccccc2)s1 (stereo unspecified) | . | 2.0 | . | -6.5 | 2.0 | . | 8.6 | 1.7 | .
Cn1c(C(=O)N2CCCCCC2)cc2c(=O)n(C)c3ccccc3c21 | 1.1 | 13.7 | 87.4 | 3.6 | 1.0 | -1.0 | -5.4 | 1.5 | 2.0
C=CCCCCCCCCC(=O)Nc1c[nH]c(=O)[nH]c1=O | 1.1 | 0.8 | 95.9 | . | -8.0 | -10.1 | . | 1.4 | -3.3
O=S(=O)(c1ccc2ccccc2c1)N1C=CC(C(F)(F)F)=NCC1 | 1.4 | -0.2 | 95.7 | 1.5 | 6.0 | 37.6 | 9.9 | 1.4 | -3.6
COC(=O)c1cc2ccccc2c(=O)s1 | 1 | -1.6 | 120.6 | 0.7 | 11.0 | -7.0 | -26.6 | 0.9 | -8.7
COc1ccc(S(=O)(=O)N2CCC(C(=O)NCC3CCCO3)CC2)cc1 (stereo unspecified) | 1.1 | 0.6 | 107.2 | -0.7 | -4.0 | 5.0 | 2.4 | 1.2 | 4.2
Cn1c(=O)oc2cc(S(=O)(=O)N3CCCC(C(=O)NCCN4CCOCC4)C3)ccc21 (stereo unspecified) | 1 | -6.6 | 101.4 | -4.3 | 0.0 | -10.8 | -15.0 | 1.1 | -2.2
CCC1(C)Cc2c(sc3nc(SC)nc(N)c23)CO1 (stereo unspecified) | 1.2 | 1.1 | 106.0 | -1.7 | -8.0 | -6.1 | 2.4 | 0.8 | -0.8
Cc1ccc(-c2noc(CN3C(C)CCCC3C)n2)cc1 (stereo unspecified) | 1 | -0.4 | 95.8 | -6.7 | 1.0 | -18.5 | 16.4 | 1.6 | -0.3
CCCn1c(=O)[nH]c(=O)c2c1nc(-c1ccccc1OC(F)F)n2CCOC | 1.1 | -0.2 | 96.4 | 1.1 | 7.0 | -9.1 | 0.3 | 1.2 | -3.9
C=CCNC(=O)COc1ccc(S(=O)(=O)NC2CCCCC2)cc1 | 1.2 | -1.2 | 95.3 | 8.2 | 3.0 | -3.0 | -21.5 | 0.9 | -5.8
Fc1ccc(-c2nnc(-n3nnc4ccccc43)c3ccccc23)cc1 | 1.2 | 2.0 | 156.5 | . | . | 47.3[fluorescence artefact?] | . | . | 57.8*
Cc1cc(OCC(=O)NCCN2CCOCC2)cc(C)c1Br | 1 | -1.9 | 96.9 | -5.9 | 13.0 | -12.2 | -3.4 | 1.7 | -4.1
CCn1cc(C(=O)Nc2ccc3c(c2)OCCO3)c2cc(OC)c(OC)cc2c1=O | 1.2 | 10.6 | 83.7 | -3.7 | -20.0 | 19.9[fluorescence artefact?] | -3.8 | 1.6 | -2.3
Cc1ccc(-c2csc(NC(=O)CSc3nc(C)cs3)n2)cc1 | 1.3 | 0.4 | 100.8 | . | . | -4.1 | . | . | -5.5
CCC(C)[C@H](NC(=O)NCc1ccccn1)C(=O)OC (stereo partly specified) | 1.2 | 2.6 | 102.7 | -0.5 | 1.0 | -3.9 | 3.6 | 1.1 | -10.8
CCOC(=O)c1c(CN2CCOCC2)n(-c2ccccc2)c2cc(Br)c(O)c(CN(C)C)c12 | 1.3 | 4.4 | 94.6 | 3.3 | 4.0 | -7.1 | -2.5 | 1.5 | -11.3
CCC(=O)N1CC2(CC(c3cccc([N+](=O)[O-])c3)=NO2)C[C@H]1C(=O)NCC(N)=O (stereo partly specified) | . | 0.9 | . | 1.3 | 3.0 | . | 15.7 | 1.1 | .
O=C(CSc1nnc(Cc2csc(Nc3cccc(Cl)c3)n2)o1)N1CCc2ccccc21 | 1.1 | -0.5 | 113.4 | 15.0 | -18.0 | 41.9 | -7.8 | 1.3 | 47.8[fluorescence artefact?]
CCNc1ccc(C(=O)OCC)cc1NC(=O)c1cccc(S(=O)(=O)N2CCOCC2)c1 | 1.3 | 3.0 | 122.3 | -5.0 | -1.0 | 0.8[fluorescence artefact?] | 8.5 | 1 | 1.6[fluorescence artefact?]
CCCCNC(=O)CC1N=C2c3ccccc3N=C(SCC(=O)Nc3ccccc3C)N2C1=O (stereo unspecified) | . | -2.0 | 79.7[fluorescence artefact?] | -3.0 | -4.0 | 4.8 | -9.3 | 1.4 | 4.4
COc1ccc(C(=O)CSc2nnnn2Cc2ccccc2)cc1 | 1.2 | -0.2 | 104.2 | 2.9 | -3.0 | 3.7[fluorescence artefact?] | 4.0 | 1.2 | 6.1
Cc1cc(=O)oc2cc(OCC(=O)OCC(=O)N3CCc4ccccc43)ccc12 | 1 | 1.1 | 176.8[fluorescence artefact?] | 4.3 | -6.0 | 9.8[fluorescence artefact?] | -0.6 | 0.9 | 14.7
CCn1nnc(NC(=O)CSc2ccc(Cl)cc2)n1 | 1 | . | 29.3[fluorescence artefact?] | 1.3 | -3.0 | 81.6* | -12.7 | 0.9 | 89.5*
CC1=C(C(=O)OC(C)C)C(c2ccc(N(C)C)cc2)C2=C(CC(C)(C)CC2=O)N1 (stereo unspecified) | 1.3 | -0.7 | 131.4 | 1.3 | -5.0 | -3.8 | 1.1 | 1.6 | 2.0
c1ccc(CCNc2ncnc3c2cnn3-c2ccccc2)cc1 | 1.6 | 1.1 | 96.2 | . | . | -2.6 | . | . | -0.8
CCNS(=O)(=O)c1ccc(NS(C)(=O)=O)cc1 | 1 | 3.1 | 80.9[fluorescence artefact?] | 4.8 | -8.0 | -8.2 | -7.3 | 1.1 | 11.8
Cc1ccc(S(=O)(=O)c2cccc(S(=O)(=O)N3CCCC3)c2)cc1S(=O)(=O)N1CCCC1 | 1 | . | 102.8 | -5.1 | -4.0 | -8.5 | 56.0 | 1.5 | -25.1
COc1ccc2cc(CN(Cc3ccco3)Cc3nnnn3C3CCCCC3)c(=O)[nH]c2c1 | 1 | 2.4 | 110.5 | 4.7 | -15.0 | -2.0 | -3.9 | 1.5 | 5.5
CCOc1ccccc1NC(=O)NS(=O)(=O)c1ccc(C)cc1 | 1.1 | -2.5 | 80.4 | 2.8 | 9.0 | 4.0 | -3.9 | 1.1 | 7.0
Cc1cc(NC(=O)c2cnn3cccnc23)nn1CC(=O)Nc1cccnc1 | 1.1 | 3.8 | 87.4 | 3.5 | 1.0 | 29.0 | -4.3 | 0.8 | 9.7
Cc1ccc(CCNC(=O)C2CCN(S(=O)(=O)c3cccc4nsnc34)CC2)cc1 | 1.3 | 1.6 | 104.7 | . | . | -8.8 | . | . | -9.2
Cc1ccc2c(CC(=O)OCn3nnc4ccccc4c3=O)coc2c1 | 1.1 | 2.7 | 91.8 | -0.4 | 4.0 | 4.1[fluorescence artefact?] | -5.2 | 0.9 | 9.7
Cn1c2c(c(=O)n(C)c1=O)C(c1cccc([N+](=O)[O-])c1)Nc1ccccc1O2 (stereo unspecified) | 1.1 | -2.9 | 116.5 | -5.8 | -3.0 | -10.8 | 5.3 | 0.9 | -11.5
CS(=O)(=O)NCc1ccc(C(=O)NC2CCCCC2)cc1 | 1.1 | 0.3 | 136.8 | -1.1 | 6.0 | -5.3 | -24.7 | 0.9 | -9.9
O=C(CSc1nnnn1C1CCCCC1)Nc1nc2c(s1)CCCC2 | 1 | 1.6 | 98.6 | -3.5 | 3.0 | 15.9 | 29.7 | 1.2 | 4.5[fluorescence artefact?]
CCCCC1(O)CC(C(F)(F)F)=NN1C(=O)COc1ccccc1 (stereo unspecified) | 1.2 | -1.8 | 111.8 | . | . | -7.8 | . | . | 0.9
CCOC(=O)C1CCCc2c1[nH]c1c(C(=O)O)cccc21 (stereo unspecified) | 1.1 | -6.6 | 114.5 | 2.5 | 4.0 | 0.8 | -3.3 | 1.2 | -3.2
COc1ccc(-c2csc(N(CC3CCCO3)C(=O)c3ccc(C)cc3)n2)cc1 (stereo unspecified) | 1.2 | -0.7 | 108.8 | . | . | -7.4 | . | . | -10.0
O=C(NCCc1ccccc1)C1CCCN(S(=O)(=O)c2cnc[nH]2)C1 (stereo unspecified) | 1.1 | -1.3 | 99.4 | -0.6 | 1.0 | -6.5 | 0.4 | 0.9 | 0.4
Cn1c(SCC(=O)Nc2ccc3c(c2)OCCO3)nnc1-c1ccccn1 | 1.2 | 1.2 | 127.3 | 6.7 | 6.0 | 0.2 | 2.2 | 0.9 | -3.6
COc1cccc(C(=O)Nc2cccnc2)c1 | 1.2 | 0.5 | 93.0 | -2.1 | 0.0 | -5.2 | -14.5 | 1.3 | 6.9
CNc1nc2c(c(=O)[nH]c(=O)n2C)n1CCOC | 1.1 | 1.0 | 86.4 | -0.4 | 2.0 | -2.3 | -8.8 | 1 | 2.5
O=C1CC(=C(c2ccccc2)c2ccccc2)C(=O)N1CCN1CCN(c2cccc(Cl)c2)CC1 | . | -0.3 | . | -1.9 | -19.0 | . | 6.7 | 1.4 | .
CCC(C)[C@H](NC(=O)NCc1ccc(Cl)cc1)C(=O)OC (stereo partly specified) | 1.2 | 4.0 | 109.0 | 2.1 | -2.0 | -1.6 | 5.9 | 1.1 | 8.0[fluorescence artefact?]
CCOc1ccc(/C=N/NC(=O)c2ccc(Cn3cc([N+](=O)[O-])cn3)o2)cc1 | . | 9.1 | . | -0.4 | -3.0 | . | -7.8 | 0.9 | .
O=C(Nc1ccc2nc(-c3ccc4nc[nH]c4c3)[nH]c2c1)c1cccs1 | 1.2 | -0.4 | 52.4[fluorescence artefact?] | 1.7 | -2.0 | 14.5 | -19.8 | 2.1* | 17.6
COc1ccc(Cc2nnc(NC(=O)CSc3ccc(C)cc3)s2)cc1OC | . | -1.4 | . | -3.2 | -4.0 | . | 10.1 | 1.3 | .

Records listed so far that bear a hit mark in ERa coact inh.
| Molecule | MT1-MMP txn act | FAK blocker | ERa SRC1 pot | CD11b adhes enh | ERb SRC1 inh | CD11b adhes inh | PLAP activator | ERa coact inh |
| --- | --- | --- | --- | --- | --- | --- | --- | --- |
| Fc1ccc(-c2nnc(-n3nnc4ccccc43)c3ccccc23)cc1 | 1.2 | 2.0 | 156.5 | . | 47.3[fluorescence artefact?] | . | . | 57.8* |
| CCn1nnc(NC(=O)CSc2ccc(Cl)cc2)n1 | 1 | . | 29.3[fluorescence artefact?] | 1.3 | 81.6* | -12.7 | 0.9 | 89.5* |

One compound at a time, from the list above. Screens in order: MT1-MMP txn act, FAK blocker, ERa SRC1 pot, CD11b adhes enh, E coli WT exp, ERb SRC1 inh, CD11b adhes inh, PLAP activator, ERa coact inh
O=C(NCCc1ccccc1)C1CCCN(S(=O)(=O)c2cnc[nH]2)C1 (stereo unspecified) as listed: 1.1, -1.3, 99.4, -0.6, 1.0, -6.5, 0.4, 0.9, 0.4
Cn1c2c(c(=O)n(C)c1=O)C(c1cccc([N+](=O)[O-])c1)Nc1ccccc1O2 (stereo unspecified) as listed: 1.1, -2.9, 116.5, -5.8, -3.0, -10.8, 5.3, 0.9, -11.5

Screening data deposited in PubChem BioAssay by several laboratories.
